# Screening data from PubChem.
# EBV LMP1 NFkB – EBV LMP1-driven NF-kappaB luciferase reporter inhibitors, primary screen, cell-based, luminescence, single point | LMP1-induced NF-kappaB luciferase reporter cells | inhibition, % at 12.5 µM | 350,000 compounds, 0.69% hits | AID 504558, 2011; in the data active = inhibition above about 41%;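 note: 0% = neutral control wells and 100% = reference inhibitor control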
# C8 TRAIL sens – viability loss with TRAIL in NB7+C8 cells, primary screen, TRAIL sensitizer project, cell-based, ATPlite luminescence. inhibition (viability loss, TRAIL sensitization), % at 10 µM. 360,000 compounds, 1% hits. AID 624354, 2012;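 active = compounds causing at least 50% loss of cell viability in the single-dose screen, relative to plate controls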
# CF NFkB inh – inhibitors of PAF-induced NF-kB signaling, primary screen, cell-based, GFP fluorescence, uHTS | inhibition, % at 5 µM | 360,000 compounds, 0.86% hits | KKLEB NF-kB-GFP reporter, GFP fluorescence overnight;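 active = at least 50% inhibition at 5 µM, scaled per plate between neutral and stimulator controls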;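 note: PAF is a Pseudomonas aeruginosa culture filtrate used as stimulus; plate controls were PAF-stimulated DMSO wells for no effect and unstimulated DMSO wells for full effect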
# NR2F2 inh – NR2F2 transcriptional activity inhibitors, primary screen, cell-based, luciferase reporter, HEK293T, luminescence. COUP transcription factor 2 (Homo sapiens), P24468. HEK293T NGFI-A luciferase reporter. inhibition, % at 8.6 µM. 370,000 compounds, 0.7% hits;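 active = inhibition above a per-plate cutoff, mean inhibition of test wells between control levels plus 3 SD, cut at about 38% in these data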;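 note: cells cotransfected with COUP-TFII expression vector driving the NGFI-A reporter; 0% = median of COUP-TF2 test wells and 100% = reporter-only cells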
# SRC3 inh – SRC3 coactivator transcriptional activity inhibitors, primary screen, cell-based, luminescence | Nuclear receptor coactivator 3 (Homo sapiens), Q9Y6Q9 | 360,000 compounds, 0.17% hits | inhibition, % at 3.6 µM | HEK293 GAL4-SRC3 luciferase reporter;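 active = inhibition above a per-campaign cutoff, the mean of all compounds plus 3 SD, cut at about 60% in these data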;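 note: 0% = DMSO-treated cells and 100% = gossypol-treated cells at 36 µM; higher means less SRC3-driven luciferase light from the GAL4 reporter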
# KKLEB tox – cytotoxicity in KKLEB CF airway cells, primary screen, cytotoxicity control for CF NF-kB inhibitor project, cell-based, uHTS, fluorescence assay plates; KKLEB CF airway cells viability, ATPlite luminescence, overnight; active compounds read low; cells stimulated with P. aeruginosa culture filtrate; activity change (cytotoxicity), % at 5 µM; 360,000 compounds, 0.36% hits;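 active = corrected activity change at or below -50% at 5 µM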
# TWEAK Fn14 block – inhibitors of TWEAK-Fn14 signaling, primary screen, luciferase reporter cells, uHTS | TWEAK-stimulated Fn14 reporter cells, luciferase luminescence, 8 h | inhibition, % at 10 µM | 360,000 compounds, 2% hits; in the data active = inhibition above about 50%
# TROY NFkB inh – inhibitors of TROY-driven NF-kB signaling, primary screen, Q293 LMP1-TROYcd cells, NF-kB luciferase, uHTS. Q293 LMP1-TROYcd NF-kB luciferase reporter, 4 h. inhibition, % at 10 µM. 360,000 compounds, 0.98% hits. AID 1347056, 2019;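 active = compounds whose plate-normalised and pattern-corrected inhibition of the luciferase reporter signal at the single screening dose is 50% or more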
# SRC1 inh – SRC1 coactivator transcriptional activity inhibitors, primary screen, cell-based, luminescence; inhibition, % at 3.6 µM; 360,000 compounds, 0.12% hits; HEK293 GAL4-SRC1 luciferase reporter; Nuclear receptor coactivator 1 (Homo sapiens), Q15788;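 active = inhibition above the campaign mean plus 3 SD, with each screening campaign given its own cutoff, cut at about 60% in these data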;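 note: 0% = DMSO treated cells and 100% = gossypol at 36 µM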
# NR5A2 inv ag – LRH-1 (NR5A2) inverse agonists, primary screen, cell-based, luminescence, HEK293T, StAR-luciferase reporter | 360,000 compounds, 0.13% hits | AID 602396, 2012 | inhibition, % at 3.6 µM | LRH-1 transfected, 24 h;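 active = inhibition above the mean inhibition of all tested compounds plus 3 SD, cut at about 73% in these data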;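 note: 0% = DMSO wells and 100% = reporter-only cells lacking LRH-1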
# SRC2 inh – inhibition of GAL4-SRC2 driven luciferase reporter, primary screen, SRC2 inhibitor project, cell-based, luminescence | inhibition, % at 9 µM | 370,000 compounds, 0.17% hits | Nuclear receptor coactivator 2 (Homo sapiens), Q15596 | HEK293 GAL4-SRC2 luciferase reporter | AID 651957, 2012;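 active = inhibition above the mean inhibition of all tested compounds plus 3 SD, set per campaign, cut at about 52% in these data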;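 note: 0% = DMSO treated cells and 100% = cells given Gossypol at 36 µM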
# Target sequence (Q15596 whole entry, looked up, the tested form may be a part): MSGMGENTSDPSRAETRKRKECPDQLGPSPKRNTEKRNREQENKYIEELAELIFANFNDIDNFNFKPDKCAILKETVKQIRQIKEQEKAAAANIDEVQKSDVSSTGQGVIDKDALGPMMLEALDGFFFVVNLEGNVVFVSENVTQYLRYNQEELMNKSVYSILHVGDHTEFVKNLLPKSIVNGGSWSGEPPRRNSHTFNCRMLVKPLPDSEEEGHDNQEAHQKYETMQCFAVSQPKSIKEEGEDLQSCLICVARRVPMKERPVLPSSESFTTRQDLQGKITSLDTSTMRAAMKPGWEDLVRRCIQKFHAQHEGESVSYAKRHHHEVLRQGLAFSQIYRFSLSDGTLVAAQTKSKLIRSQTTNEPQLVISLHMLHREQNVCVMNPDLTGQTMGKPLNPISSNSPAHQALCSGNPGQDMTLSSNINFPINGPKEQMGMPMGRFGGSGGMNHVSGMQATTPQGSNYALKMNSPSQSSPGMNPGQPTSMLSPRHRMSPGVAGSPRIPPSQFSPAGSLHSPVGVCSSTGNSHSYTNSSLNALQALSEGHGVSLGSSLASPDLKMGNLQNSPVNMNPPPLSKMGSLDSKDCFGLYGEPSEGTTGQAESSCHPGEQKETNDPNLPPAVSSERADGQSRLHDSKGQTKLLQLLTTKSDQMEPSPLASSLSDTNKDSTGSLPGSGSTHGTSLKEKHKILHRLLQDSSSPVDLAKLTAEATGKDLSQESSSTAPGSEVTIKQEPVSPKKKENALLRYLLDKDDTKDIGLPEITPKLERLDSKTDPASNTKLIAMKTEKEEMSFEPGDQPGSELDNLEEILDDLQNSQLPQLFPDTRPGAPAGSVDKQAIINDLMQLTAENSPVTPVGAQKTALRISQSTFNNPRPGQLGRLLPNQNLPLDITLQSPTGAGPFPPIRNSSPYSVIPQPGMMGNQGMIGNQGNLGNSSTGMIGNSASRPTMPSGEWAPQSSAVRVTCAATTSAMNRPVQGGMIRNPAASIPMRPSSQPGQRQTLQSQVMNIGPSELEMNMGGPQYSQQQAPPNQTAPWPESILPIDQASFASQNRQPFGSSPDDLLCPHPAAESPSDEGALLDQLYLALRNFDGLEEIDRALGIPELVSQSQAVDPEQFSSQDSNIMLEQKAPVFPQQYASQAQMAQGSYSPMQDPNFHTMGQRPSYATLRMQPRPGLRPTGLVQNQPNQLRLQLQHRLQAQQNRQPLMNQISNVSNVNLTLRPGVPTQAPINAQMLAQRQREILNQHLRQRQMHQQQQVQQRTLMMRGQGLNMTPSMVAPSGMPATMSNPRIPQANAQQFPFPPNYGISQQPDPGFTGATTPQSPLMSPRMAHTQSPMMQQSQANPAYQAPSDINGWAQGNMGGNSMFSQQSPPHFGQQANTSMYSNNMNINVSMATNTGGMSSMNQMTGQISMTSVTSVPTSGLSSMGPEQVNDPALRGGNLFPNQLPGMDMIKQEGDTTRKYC
# An asterisk follows results filed as active; . = not tested or not shown; & = joins results of further samples. Hits appear at their usual frequency. About 4.2% of those tested had a hit in this group.
SMILES,EBV LMP1 NFkB,C8 TRAIL sens,CF NFkB inh,NR2F2 inh,SRC3 inh,KKLEB tox,TWEAK Fn14 block,TROY NFkB inh,SRC1 inh,NR5A2 inv ag,SRC2 inh
CC(C)(C)C1CCc2onc(C(=O)N3CCOCC3)c2C1 (stereo unspecified),-5,-4,11,15,12,-6,-6,4,1,-12,9
O=c1ncn(-c2ccccc2C(F)(F)F)c2ncccc12,-1,-6,4,-7,-1,-1,5,5,2,-1,-2
CCOc1ccc2c(c1)C(C)=CC(C)(C)N2,-1,-17,8,-12,4,0,35,-4,-37,9,-6
O=C(C1CC1)N1CCN(c2ccc([N+](=O)[O-])cc2-n2cccc2)CC1,-4,5,-6,-3,-3,0,16,-6,-5,8,-8
O=C(N/N=C/c1coc2ccccc2c1=O)c1ccccc1Br,3,-2,44,0,6,2,58*,21,0,-6,12
COc1ccc(-c2cn(CCC(=O)O)c(-c3ccc(Cl)nc3)n2)cc1,5,0,-7,-8,19,10,0,9,-12,-2,-7
Fc1ccc(SCCc2ccncc2)cc1,-4&-4,17&1,-21&-3,8&-7,17&0,-4&-1,-10&-4,-24&-3,9&-21,30&32,-10&8
Cc1ccccc1Cn1nc(C)c(NC(=O)/C=C/c2cnn(C)c2)c1C,0,2,-7,-1,2,4,4,2,-3,-3,7
COc1cccc(C=NNC(=O)C(C)SC(C)C(=O)NN=Cc2cccc(OC)c2)c1 (stereo unspecified),3,-17,5,5,-3,-5,-4,-4,-1,-13,0
COC(=O)c1sc(S(=O)(=O)N2CCCCC2C)c(C(=O)OC)c1C (stereo unspecified),-3,7,-14,17,23,-4,-10,-5,11,-5,-5
COC(=O)CSc1nc(NCC(C)C)nc(N2CCOCC2)n1,5,-6,-6,-4,-23,1,-15,-2,-14,10,-25
O=C(NCC(=O)N1CCCC1C(=O)O)OC1CCCCC1 (stereo unspecified),-3,-6,4,2,-9,3,4,-1,-14,14,-13
O=C1c2ccccc2C(=O)N1CCc1nc2ccccc2c(=O)n1Cc1ccco1,-8,6,-6,-13,-4,4,14,2,-30,-14,-17
O=C(NNC(=O)c1ccc([N+](=O)[O-])cc1)c1ccncc1,-5,-7,-3,-8,12,3,-8,0,-13,10,-19
CC(C)CC(=O)OC1C(N2CCOCC2)c2c(ccc(/C=C/C(=O)N3CCOCC3)c2O)OC1(C)C (stereo unspecified),-6,11,-7,9,10,2,-23,1,-5,-30,-14
O=C(O)c1ccc(COc2ccccc2C=C2C(=O)c3ccccc3C2=O)cc1,3,-5,-12,6,-10,9,-7,2,1,4,-18
Cc1ccc(CN2CCCN(C)CC2)c(C)c1,6,-5,19,5,-7,6,-2,1,-7,-2,12
Cc1ccc(C(=O)Nc2ccccc2C(=O)O)cc1S(=O)(=O)Nc1ccccc1,11,-7,0,-2,-26,5,40,41,2,9,0
Cn1c(N)c(N=Nc2ccc(S(N)(=O)=O)cc2)c(=O)n(C)c1=O,2,-4,0,18,9,-8,15,-16,-8,12,-12
COC(=O)[C@]1(C)N[C@H](CN(C)C(=O)COc2ccccc2)[C@@H]2C(=O)N(C)C(=O)[C@@H]21,-1,-9,-10,20,-8,-8,-4,-10,-36,-8,-2
CCOc1ccccc1CNC(=O)c1c([N+](=O)[O-])c(C)nn1C,7,-7,9,12,10,-14,12,10,10,-12,5
O=[N+]([O-])c1ccc(O)c(N=Cc2sc3ccccc3c2O)c1,-20,21,9,-11,-15,-14,76*,76*,-22,-6,-32
CC1(C(=O)NS(=O)(=O)c2cccs2)CCN1C(=O)c1ccccc1CCc1ccccc1 (stereo unspecified),.,-11,-13,-13,12,2,10,4,3,-17,19
CN(C)c1ccc(SC#N)cc1,2,-1,0,-2,10,-19,13,-1,-5,6,10
Cc1ccc2[nH]c(=O)c(C(c3nnnn3CC3CCCO3)N3CCc4ccccc4C3)cc2c1 (stereo unspecified),-4,-2,-4,7,1,8,-13,-19,5,13,-13
COCCN1CCn2c(nc3cc(NC(C)=O)ccc32)C1,4,-11,-12,10,-34,15,-6,0,-7,-14,-9
CC(C)OCCCNC(=O)c1ccc(NC(=O)C2=CSCCO2)cc1,-4,-11,14,-13,4,-16,7,-3,7,-18,-18
O=C(CSc1nc2ccccc2nc1SCC(=O)N1CCOCC1)N1CCOCC1,-8,4,-6,-6,17,0,-2,31,2,6,-5
Cc1cccc(C)c1NC(=O)CSc1nnc(Cn2nnc(-c3ccccc3)n2)n1-c1ccccc1,-5,2,5,8,12,-6,14,-2,-14,-12,-3
CNc1c(NS(=O)(=O)c2ccc(C(C)(C)C)cc2)c(=O)oc2ccccc12,-7,-3,13,14,8,0,-4,-2,13,2,7
COc1ccc(CNC(=O)C(C)Sc2nc3ccccc3c(=O)n2CC2CCCO2)cc1 (stereo unspecified),4,13,5,-9,-3,2,-16,-13,-4,-9,1
COc1ccc(CN2CCN(Cc3cc(=O)oc4cc(C)ccc34)CC2)c(OC)c1OC,6,6,-5,8,0,15,-21,15,13,-1,10
O=[N+]([O-])c1ccccc1S(=O)(=O)NCCC1=CCCCC1,1,-2,-4,-10,9,0,-18,-16,1,-21,-25
Cc1nc2cc(NC(=O)NC3CC3)ccc2n1C,-1,0,8,-22,-2,-2,-13,-17,-8,-1,-19
CN(C)CCN(C(=O)c1cccc(Cl)c1)c1nc2c(Cl)cccc2s1,-2,3,-9,13,18,8,-4,-5,-13,15,7
CCc1ccc(/C=C2\C(=N)N3N=C(CC(=O)N4CCCCC4)SC3=NC2=O)cc1,3,3,2,6,3,-3,-1,4,-48,-9,8

# Two successive compounds out of the list so far, quoted:
SMILES,EBV LMP1 NFkB,C8 TRAIL sens,CF NFkB inh,NR2F2 inh,SRC3 inh,KKLEB tox,TWEAK Fn14 block,TROY NFkB inh,SRC1 inh,NR5A2 inv ag,SRC2 inh
Cc1ccc2[nH]c(=O)c(C(c3nnnn3CC3CCCO3)N3CCc4ccccc4C3)cc2c1 (stereo unspecified),-4,-2,-4,7,1,8,-13,-19,5,13,-13
COCCN1CCn2c(nc3cc(NC(C)=O)ccc32)C1,4,-11,-12,10,-34,15,-6,0,-7,-14,-9

# Continued:
SMILES,EBV LMP1 NFkB,C8 TRAIL sens,CF NFkB inh,NR2F2 inh,SRC3 inh,KKLEB tox,TWEAK Fn14 block,TROY NFkB inh,SRC1 inh,NR5A2 inv ag,SRC2 inh
CCCC(=O)N1CCC1(C)C(=O)Nc1ccc(OC)c(OC)c1 (stereo unspecified),.,3,0,9,5,1,10,4,-21,-8,-4
COc1ccc(NC(=O)CN2CCC(NC(=O)C3CCCCC3)CC2)c([N+](=O)[O-])c1,4,-13,30,4,10,0,-28,6,4,1,-9
CCCCCC1=C(C(=O)OC)C(C(=O)OCC)N(S(=O)(=O)C(F)(F)F)c2ccccc21 (stereo unspecified),-4,-1,19,27,18,-12,7,-12,15,24,15
Cc1ccc(OCC(=O)OCC(=O)NC2CCCC2)cc1C,6,1,16,-2,22,-4,-12,5,-14,-1,-17
CN(/N=C/c1cc(Br)cc(Br)c1O)c1ccccc1,-9,-15,-9,-4,-32,12,-14,-46,-32,2,-7
O=C(O)c1ccc(N=Nc2c(O)[nH]c3cc(Cl)ccc23)cc1,-95,0,-35,-25,-81,9,55*,-61,-119,-107,-53
CCc1n[nH]c(=S)n1/N=C/c1c(C)nn(-c2ccccc2)c1Cl,7,7,12,8,10,-6,-46,-1,4,4,-15
CC(C)CNC(C(=O)Nc1ccc([N+](=O)[O-])cc1Br)c1ccccc1 (stereo unspecified),1,4,3,-1,11,8,6,12,16,-8,19
CCOC(=O)CCc1c(C)n(CC)c2ncnn2c1=O,7,-3,-22,3,10,7,3,0,-8,8,-10
CCn1cc(CN2CCC(C(=O)Nc3ccc(Oc4ccccc4F)cc3)CC2)c(C)n1,12,23,13,36,9,2,1,9,-9,13,11
Cc1ccc(Sc2c(C)[nH]n(C(C)(C)C)c2=O)cc1,1,1,2,7,10,9,-3,13,-38,17,5
Cc1onc(-c2ccccc2)c1CNC(=O)Nc1ccccc1,9,8,2,-18,17,-5,5,-2,-2,1,-2
Cc1cc(=O)[nH]c(N/N=C/c2c(C)nn(-c3ccccc3)c2C)n1,9,-7,-7,-16,15,11,9,-11,13,3,6
CCCCN(Cc1ccccc1)S(=O)(=O)c1cc2c(cc1Br)CC(C)N2C(C)=O (stereo unspecified),6,2,0,17,-10,14,21,6,-6,7,20
CCC(=O)N=c1sc2cc(F)cc(F)c2n1C,-7,23,-17,4,-31,10,-13,-58,-31,38,-36
CCCCC1C(=O)NN(c2ccccc2)C1=O (stereo unspecified),-16,-9,-11,-19,15,-2,-13,-3,11,-7,-6
CC1=C(C(=O)OCc2ccccc2)C(c2ccc([N+](=O)[O-])cc2)NC(=O)N1CCCCCC(=O)O (stereo unspecified),0,-1,-34,-2,-14,-7,11,-5,-24,-5,2
CC(C)CCNC(=O)CN(CCN1CCOCC1)C(=O)Cn1nnc(-c2ccc(F)cc2)n1,3,15,1,5,-80,0,5,-11,-22,-7,15
c1ccc(N2N=C(c3cccs3)CC2c2ccco2)cc1 (stereo unspecified),-4,-8,-4,2,15,-2,-48,-28,-3,7,-19
Cc1ccc(-n2c(SCC(=O)Nc3ccc(N4CCOCC4)cc3)nc3ccccc3c2=O)cc1,3,0,-12,17,24,7,19,12,0,6,-1
N#C/C(=C\c1ccccn1)c1ccccn1,3,-1,-8,-16,-7,-3,-5,-23,-8,12,1
COc1ccccc1CNN,2,-1,19,-14,13,-2,11,3,-3,20,-9
CCOC1(OCC)N=C(N)C2(C#N)C(c3cccc(C)c3)C12C#N (stereo unspecified),11,2,-8,14,1,6,5,.,3,-12,-14
Cc1ccccc1-c1nc(CS(=O)(=O)CC(=O)NCc2ccc3c(c2)OCO3)c(C)o1,0,-3,-14,4,-5,-2,-8,12,6,-23,7
O=C(CN1CCN(S(=O)(=O)c2ccccc2F)CC1)NCC1(N2CCOCC2)CCCCC1,-6,-5,1,-17,1,6,0,-21,-18,10,12
O=C1/C(=C/c2ccco2)Oc2c1ccc(O)c2CN1CCCCC1,2,-4,7,5,-3,4,19,-34,-8,-8,7
Cc1cccc(NCC(=O)NNC(=S)Nc2ccccc2)c1,-1,6,-2,12,12,8,-16,-14,-33,1,-5
COc1ccccc1CC(=O)Nc1cc(C)on1,-5,1,4,2,-11,8,-4,7,-6,-6,-15
CC1(C(=O)NS(=O)(=O)c2ccc(Cl)cc2)CCN1C(=O)C1CC1 (stereo unspecified),.,-4,-16,12,-32,6,-4,-8,-3,-9,-3
O=C(Nc1c(F)cccc1F)c1ccc(-n2cncn2)nc1,-1,-9,1,0,4,-1,8,-11,-34,-30,-1
